# Bioassay records (PubChem)
# RGS4 inh – inhibitors of human regulator of G protein signaling 4. P49798. Transcreener GDP fluorescence polarization, RGS4-accelerated GTP hydrolysis. Potency, µM (titrated, usually from 114 µM), inactives show at the highest dose activity change, negative = inhibition, hits mostly inhibitors. hit rate 0.039% among 390,000. AID 504845; further: potency means the concentration at half of the fitted maximal effect; on the % scale 0 is the no-effect control and ±100 the full control effect; nearly all actives have a fitted effect of over 75% in size; some results filed as inactive show a strong effect at the top dose
# Target sequence (P49798 whole entry, looked up): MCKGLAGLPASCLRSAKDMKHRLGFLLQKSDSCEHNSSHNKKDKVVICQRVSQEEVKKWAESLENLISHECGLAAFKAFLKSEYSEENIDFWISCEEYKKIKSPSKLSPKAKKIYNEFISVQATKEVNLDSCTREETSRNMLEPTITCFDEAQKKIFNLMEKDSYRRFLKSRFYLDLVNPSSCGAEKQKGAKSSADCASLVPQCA
#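 MLSMR compounds (23 nl, pin-transferred) preincubated 10 min at room temperature with a 500nM (2x) first reagent, then RGS4 at 900nM (2x) plus Transcreener GDP mix added; fluorescence polarization (620/688 nm) read before and after 90 min at 30 °C.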
# APEX1 inh – blocks human APE1 abasic DNA cleavage. hit rate 0.35% among 350,000. P27695. recombinant APE1, TAMRA/BHQ-2 abasic DNA cleavage fluorescence. Potency, µM (series often up to 65.8 µM), without a hit: at the top dose activity change, negative = inhibition, most hits filed as inhibitors;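 further: potency means the concentration at half of the fitted maximal effect; plate controls were vehicle for no effect and reference inhibitor for full effect; nearly all actives have a fitted effect of over 55% in size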
#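 Quantitative HTS: incision of a TAMRA/BHQ-2 double-stranded substrate bearing a tetrahydrofuran abasic site by 0.75 nM APE1 raises fluorescence. Substrate 50 nM final, added after 15 min compound preincubation at room temperature; progress as third-minus-first kinetic read difference.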
# LDHA inh – LDHA (human) enzyme inhibition. P00338. purified LDHA, NADH/diaphorase-resazurin fluorescence; hits give low values. activity change, % (values are at about 110 or 230 µM). hit rate 0.15% among 480,000. AID 1347041; in the data active means activity change below about -30%; inconclusive means mostly about -25% to -30%;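 further: plate controls were DMSO wells for no effect and wells without enzyme for full effect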
#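 Resorufin fluorescence (ex540/em590), read at 0 and 20 min after diaphorase/resazurin addition, reports the NADH left after a 5 min room-temperature reaction of 2 nM human LDH5 with 0.06 mM NADH and 0.2 mM pyruvate.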
# Anesthetic bind – candidate novel general anesthetic via apoferritin binding | Potency, µM (top dose mostly 77.5 µM), inactives show at the highest dose activity change, negative = displacement, actives largely listed as inhibitors | apoferritin/1-aminoanthracene competitive binding, fluorescence | hit rate 0.074% among 350,000 | P02791; further: potency means the concentration at half of the fitted maximal effect; on the % scale 0 is the no-effect control and ±100 the full control effect; nearly all actives have a fitted effect of over 20% in size
# Target sequence (P02791 2-175 limits assumed): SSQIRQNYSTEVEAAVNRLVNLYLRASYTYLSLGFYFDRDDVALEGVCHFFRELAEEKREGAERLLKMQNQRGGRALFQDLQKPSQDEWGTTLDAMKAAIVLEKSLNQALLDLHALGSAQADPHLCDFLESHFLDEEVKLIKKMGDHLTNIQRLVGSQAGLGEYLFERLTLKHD
#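 10 uM apoferritin + 50% sat. 1-AMA, PBS; cpd 10 min RT; Ex380/Em535 endpoint; normalized to free probe vs complex; 4-param Hill fit; propofol titration as pos. ctrl.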
# ERG-DNA inh – inhibitors of human ERG Ets domain-DNA interaction; P11308; fluorescence polarization, His-ERG Ets domain / labelled DNA; Potency, µM (highest dose often 76.9 µM), for the others: at the highest dose FP activity, negative = inhibition, usual class: inhibitors; hit rate 0.028% among 370,000; active means well fitted inhibition curve with a large enough effect in the polarisation, with a control signal flat; inconclusive means small, poorly fitted or top-dose-only effect, or effect the other way, or a change in a side signal; inactive means no such curve, though single readings can be large or run the other way; the % refers to the polarisation;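 further: polarization taken with two DNA probes labelled with fluorescein and Texas red; potency means the concentration at half of the fitted maximal effect; % of control where 0% means no effect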
#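 His-tagged ERG Ets domain (1 uM in the protein solution; 300mM KCl, 50mM Tris-HCl, 1mM EDTA, 1mM DTT, pH 7.5) received compound, then a probe mix of 5 nM fluorescein-DNA and 100nM Texas-615-DNA. Fluorescence polarization was read for both dyes.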
# Pol eta inh – blocks human DNA polymerase eta activity. Q9Y253. recombinant Pol eta, fluorescent DNA replication assay. Potency, µM (titrated, usually from 114 µM), without a hit: at the top dose activity change, negative = inhibition, usual class: inhibitors. hit rate 1.2% among 390,000. AID 588591; further: potency means the concentration at half of the fitted maximal effect; on the % scale 0 is the no-effect control and ±100 the full control effect
#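 Pol eta at 10 nM preincubated with compounds 15 min at room temperature; reaction started with fluorescent substrate (50 nM final) and read kinetically at 0 and 10 min.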
# ALOX12 inh – ALOX12 (human) lipoxygenase inhibition; P18054; purified 12hLO, xylenol orange hydroperoxide absorbance; Potency, µM (highest dose often 108 µM), for inactives: at the top dose activity change, negative = inhibition, most hits filed as inhibitors; hit rate 1.1% among 580,000; further: potency means the concentration at half of the fitted maximal effect; on the % scale 0 is the no-effect control and ±100 the full control effect
# Target sequence (P18054 whole entry, looked up): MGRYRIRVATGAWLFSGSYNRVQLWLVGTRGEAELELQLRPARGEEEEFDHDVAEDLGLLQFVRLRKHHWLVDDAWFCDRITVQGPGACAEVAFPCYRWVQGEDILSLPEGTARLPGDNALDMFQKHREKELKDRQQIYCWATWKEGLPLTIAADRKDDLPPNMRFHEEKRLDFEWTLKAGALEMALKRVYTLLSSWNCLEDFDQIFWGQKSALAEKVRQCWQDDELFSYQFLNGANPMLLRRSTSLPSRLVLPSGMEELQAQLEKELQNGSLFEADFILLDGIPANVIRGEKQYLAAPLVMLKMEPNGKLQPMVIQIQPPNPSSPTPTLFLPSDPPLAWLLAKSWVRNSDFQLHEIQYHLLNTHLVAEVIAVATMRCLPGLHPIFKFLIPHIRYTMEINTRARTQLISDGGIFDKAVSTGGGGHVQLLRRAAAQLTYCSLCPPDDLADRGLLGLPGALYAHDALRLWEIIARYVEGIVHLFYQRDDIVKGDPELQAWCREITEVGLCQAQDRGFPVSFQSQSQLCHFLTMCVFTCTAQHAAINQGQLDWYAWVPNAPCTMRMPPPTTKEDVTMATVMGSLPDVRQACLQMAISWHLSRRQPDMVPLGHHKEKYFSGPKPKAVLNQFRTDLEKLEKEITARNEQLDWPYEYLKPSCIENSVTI
#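 Purified human 12hLO (150 nM final) in 25 mM Hepes, 0.01% Triton X-100, pH 7.0 was preincubated 15 min at room temperature with compound. Then 40 uM arachidonic acid was added, 30 min. Hydroperoxide was read by Fe-XO absorbance ratio 573/405 nm.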
# POLB inh – blocks human DNA polymerase beta activity. P06746. Pol beta primer extension/strand displacement, fluorescence kinetic. Potency, µM (titrated, usually from 114 µM), without a hit: top-dose activity change, negative = inhibition, most hits filed as inhibitors. hit rate 1.3% among 340,000. AID 485314; further: potency means the concentration at half of the fitted maximal effect; on the % scale 0 is the no-effect control and ±100 the full control effect
#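 Curves were derived by four-parameter Hill fits of normalized qHTS data. The kinetic fluorescent primer-extension read was taken at 0 and 10 min after 50 nM substrate, following a 15 min room-temperature preincubation of 10 nM enzyme with compounds.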
# Pol kappa inh – blocks human DNA polymerase kappa activity; hit rate 0.53% among 400,000; Potency, µM (highest dose often 107 µM), for inactives: at the top dose activity, negative = inhibition, hits mostly inhibitors; AID 588579; purified Pol kappa, fluorescent DNA synthesis assay, 10 min; Q9UBT6; further: potency means the concentration at half of the fitted maximal effect; on the % scale 0 is the no-effect control and ±100 the full control effect
#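 Activity was followed as the change in fluorescence between reads at 0 and 10 min after starting the reaction with 50 nM substrate. Beforehand, 10 nM polymerase had been preincubated with compound for 15 min at room temperature.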
# Numbers without * were called inactive; u = inconclusive; x = no result given; [ ] = remark or other dose. Unless noted, the call rests on the fitted dose curve; in most records, active means well fitted curve in the direction sought with a large enough effect; inconclusive means small, poorly fitted or top-dose-only effect, or another doubt; inactive means no such curve, though single readings can be large; an effect the other way counts as inactive or inconclusive. Only part of the results is shown. The share of hits here may be higher or lower than overall.
SMILES,RGS4 inh,APEX1 inh,LDHA inh,Anesthetic bind,ERG-DNA inh,Pol eta inh,ALOX12 inh,POLB inh,Pol kappa inh
O=C1c2ccccc2CN1Cc1ccccc1,-19%[56.9 µM],7%,1,7%,5%,-8%,0%,3%,7%
COC(=O)c1cc(OC)c(OC)cc1N1C(=O)CC(C)(C)CC1=O,4%,9%,-7,0%,4%,-2%,x,16%,0%
CCOC(=O)CNC(=O)CSc1ncnc2c1cnn2Cc1ccccc1,-16%,3%,-2,7%,3%,-4%,10%,-23%,-12%
O=C(NCCN1CCOCC1)C1(C(F)(F)F)C/C(=C/CCO)CCCO1 (centres undefined),-20%,2%,x,-1%,x,x,x,x,1%
COc1cc2c(cc1OC)CN(C(=O)c1ccc([N+](=O)[O-])o1)CC2,-44%,-3%,8,6%,-17%,u,0%,0%,-18%
CCOC(=O)/C(C)=N/Nc1nc(-c2ccc(NC(C)=O)cc2)cs1,-13%,-6%,4,-6%,16%,-23%,0%,6%,-22%
CCOc1ccc(NC(=O)CCN2C(=O)c3cccc([N+](=O)[O-])c3C2=O)cc1,-18%,5%,-2,-16%,5%,-10%,62%,-1%,6%
CC(=O)Nc1ccc(NC(=O)C(=O)NCC(c2ccco2)N2CCc3ccccc3C2)cc1 (centres undefined),-1%,11%,-3,x,-6%,-3%,u,x,-15%
COc1ccc(N2CCN(c3oc(-c4ccc(COc5cccc(C)c5)o4)nc3C#N)CC2)cc1,8%,x,-3,1%,0%,-17%,-25%,29%,-7%
N#Cc1ccc(-c2csc(NC(=O)C3CC3)n2)cc1,-4%,-5%,-8,-2%,-4%,-15%,u,12%,7%
Cc1ccc(NC(=O)C/C(N)=N/O)cc1Cl,-10%,u,0,6%,-8%,-13%,0%,-1%,4%
NCC(=O)NCC(=O)NC[C@H]1O[C@@H](n2cnc3c(N)ncnc32)[C@H](O)[C@@H]1O,-2%,10%,-6,x,10%,-13%,7%,x,-2%
N#CC(C#N)=Cc1cc2ccccc2nc1N1CCOCC1,-51%,4%,0,-5%,-7%,u,-23%,7%,-7%
O=C(C[n+]1ccc(C(=O)NCc2ccccc2)cc1)c1ccc(Cl)cc1,-35%,-4%,-7,-1%,-8%,-12%,-7%,11%,-10%
CN(Cc1ccccc1)S(=O)(=O)c1ccc(S(=O)(=O)N(Cc2ccc(F)cc2)C2CCCC2)cc1,-4%,-2%,3,0%,-6%,-14%,-5%,-12%,0%
O=C(OCC(=O)c1c[nH]c2ccccc12)c1cccc([N+](=O)[O-])c1,22%,14%,-6,x,1%,-6%,-8%,x,-7%
CSc1cnc2c(=O)[nH]c(=O)n(C)c2n1,-16%,4%,-1,-3%,x,-5%,13%,37%,-17%
CNS(=O)(=O)c1cccc(C(=O)OCC(=O)c2cc3ccccc3o2)c1,0%,u,0,u,2%,-17%,-13%,29%,2%
COc1c(N2CCN(C(=S)Nc3ccccc3F)C(C)C2)c(F)cc2c(=O)c(C(=O)O)cn(C3CC3)c12 (centres undefined),2%,-5%,11,0%,-9%,u,-12%,-1%,4%
N#CCCN(Cc1cccnc1)C(=S)NCc1ccco1,-19%,-6%,-1,1%,2%,-20%,-10%,2%,-7%
Nc1c(C(=O)c2ccc(F)cc2)sc(Nc2ccccc2F)c1S(=O)(=O)c1ccc(Br)cc1,-6%,x,-3,32%[activator],1%,7%,-16%,-13%,-7%[60.1 µM]
Brc1ccccc1OCCCN1CCCC1,19%,4%,-11,-3%,4%,-13%,u,26%,0%
COc1cccc(CNC(=O)C2CCC(CNS(=O)(=O)c3ccc4c(c3)CCCC(=O)N4)CC2)c1 (centres undefined),-15%,x,-1,-2%,1%,-13%,-2%,-25%,-2%
Cc1ccc(NC(=O)CN2C(=O)NC(C)(CC(C)C)C2=O)c(Br)c1 (centres undefined),-2%,28%,-4,x,-3%,-20%,u,x,3%
COc1cc(C2CC(=O)c3cnc(NC(=O)COc4ccccc4)nc3C2)cc(OC)c1OC (centres undefined),9%,-4%,7,-10%,0%,-6%,17%,-7%,-3%
COc1ccc(CCCc2nnc(SCC(=O)Nc3ccc(C)cc3)o2)cc1,20%,x,-16,-1%,-1%,u,-26%,23%,-11%
CC(=O)N=c1sc(C(C)(C)C)c(C)n1C,0%,-1%,-10,-14%,-8%,-6%,0%,-1%,-16%
COc1ccc2oc(=N)c(C(=O)Nc3ccc(F)cc3)cc2c1,-3%,-4%,0,11%,-2%,-11%,2%,5%,0%
CS(=O)(=O)N1CCN(c2ccc(NC(=O)COc3ccccc3)cc2)CC1,4%,-7%,-3,3%,-10%,-6%,-1%,3%,4%
Nc1c(C(=O)c2ccccc2)oc2ccccc12,20%,2%,0,1%,-3%,0%,0%,-3%,-27%
CC(C(=O)N1CCCCCC1)N(c1ccc(Cl)cc1)S(C)(=O)=O (centres undefined),-20%,25%,-2,-5%,-13%,-14%,4%,17%,4%
C=CCSc1nc2ccccc2c(=O)n1Cc1ccccc1,2%,-5%,-1,-7%,-1%,-5%,-1%,-1%,-10%
Cc1cccc(CN(C(=S)Nc2c(C)cccc2C)c2cccnc2)c1,1%,-5%,-2,u,-3%,-20%,45%[activator],2%,-4%
CC(=O)c1ccc(NC(=O)c2cc(S(=O)(=O)N3CCCCCC3)cn2C)cc1,-3%,x,-1,-8%,1%,-12%,-24%,1%,-7%[60.1 µM]
COc1ccc(Cc2cc(NCc3ccccc3)c3ncn(C(C)C)c3c2)cc1,-22%,-12%,15,x,3%,-8%,-17%,x,-6%
COc1ccc(CC(=O)NCc2n[nH]c(=S)n2-c2ccccc2OC)cc1,2%,-1%,-2,-4%,5%,-10%,-21%,-1%,7%
CCOC(=O)C1=CC[C@H]2c3c(c4ccccc4n3C)C(=O)C1N2C,-8%,-6%,-3,x,-10%,-13%,6%,x,0%
O=C(CCc1ccccc1)Nc1ccc2c(c1)OCO2,17%,44%,-1,-21%,6%,10%,2%,11%,-6%
N#C/C(=C\c1cccnc1)c1ccccc1[N+](=O)[O-],0%,-21%,-6,-8%,11%,1%,0%,53%,1%
Oc1ccccc1C1=Nc2nc3ccccc3n2C(c2ccccc2)C1 (centres undefined),-49%,-1%,2,-16%,12%,-12%,u,2%,1%

# 3 entries from above, sorted by molar mass, lowest first.
SMILES,RGS4 inh,APEX1 inh,LDHA inh,Anesthetic bind,ERG-DNA inh,Pol eta inh,ALOX12 inh,POLB inh,Pol kappa inh
CCOC(=O)C1=CC[C@H]2c3c(c4ccccc4n3C)C(=O)C1N2C,-8%,-6%,-3,x,-10%,-13%,6%,x,0%
Oc1ccccc1C1=Nc2nc3ccccc3n2C(c2ccccc2)C1 (centres undefined),-49%,-1%,2,-16%,12%,-12%,u,2%,1%
Cc1cccc(CN(C(=S)Nc2c(C)cccc2C)c2cccnc2)c1,1%,-5%,-2,u,-3%,-20%,45%[activator],2%,-4%

# 4 of these compounds, reformatted.
canonical_smiles	RGS4 inh	APEX1 inh	LDHA inh	Anesthetic bind	ERG-DNA inh	Pol eta inh	ALOX12 inh	POLB inh	Pol kappa inh
CC(C(=O)N1CCCCCC1)N(c1ccc(Cl)cc1)S(C)(=O)=O (centres undefined)	-20%	25%	-2	-5%	-13%	-14%	4%	17%	4%
Cc1cccc(CN(C(=S)Nc2c(C)cccc2C)c2cccnc2)c1	1%	-5%	-2	u	-3%	-20%	45%[activator]	2%	-4%
COc1ccc(Cc2cc(NCc3ccccc3)c3ncn(C(C)C)c3c2)cc1	-22%	-12%	15	x	3%	-8%	-17%	x	-6%
CC(=O)c1ccc(NC(=O)c2cc(S(=O)(=O)N3CCCCCC3)cn2C)cc1	-3%	x	-1	-8%	1%	-12%	-24%	1%	-7%[60.1 µM]

# New compounds follow:
SMILES,RGS4 inh,APEX1 inh,LDHA inh,Anesthetic bind,ERG-DNA inh,Pol eta inh,ALOX12 inh,POLB inh,Pol kappa inh
CCc1ccc(NC(=O)CCn2c(=O)oc3ccccc32)cc1,17%,-4%,-4,-12%,-1%,-1%,0%,28%,-10%
CCc1ccc2oc(C(=O)Nc3cccnc3)c(C)c2c1,-8%,-8%,-5,0%,-6%,-12%,x,16%,-20%
Cn1c(SCc2nc(-c3ccc(Br)cc3)no2)nnc1-c1ccco1,0%,3%,-3,u,-3%,-20%,-9%,1%,-9%
CSc1ccc(C(=O)C2CCCN(C(=O)Cc3nonc3C)C2)cc1 (centres undefined),-11%,0%,-5,-14%,-4%,0%,-16%,0%,-2%
